# Bioassay records as filed in PubChem.
# dFosB activator: mouse delta FosB homodimer activation | P13346 | purified delta FosB, TAMRA-CDK5 oligo fluorescence polarization; percent of positive-control signal above neutral wells | activation, % at 25 µM | 340,000 compounds, 0.99% hits;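 active means mean activation above about 17%, with every replicate also reaching it, limit read from the data, passing the limit was not always enough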;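 further: fluorescence polarization rise as delta FosB binds a TAMRA Cdk5 AP-1 oligo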
# SR-BI DiI-HDL act: SR-BI HDL lipid transfer activation; CHO ldlA[mSR-BI] cells, DiI-HDL uptake fluorescence, 3 h; 100 = double the neutral-control signal; activation, % at 12.5 µM; 320,000 compounds, 0.096% hits; AID 504775;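 active means mean replicate activation of at least 60% and every replicate at or above 60%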;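 further: 0% = median plate neutral-control signal and 100% = twice that signal; values of inactives mirror those of a sister screen read the other way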
#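 Test system: SR-BI-overexpressing, LDLR-lacking CHO cells; Medium: Ham's F12 with 0.5% BSA, HEPES 25 mM, pH 7.4; Schedule: 3 h, 37 °C; Technique: bottom-read fluorescence, 550/595 nm.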
# CAL PDZ FP-1: blocks peptide binding to the human CAL PDZ domain; purified CAL PDZ, TMR-peptide fluorescence polarization, 1 h; inhibition, % at 24.9 µM; 300,000 compounds, 0.92% hits; AID 602252;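 active means mean inhibition of at least 30% with at least half of replicates also reaching 30%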;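 further: 0% = DMSO neutral control and 100% = excess unlabeled competitor peptide PRC23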
# MITF act: MITF TRPM1 promoter activation in melanoma cells; SK-MEL-5 TRPM1-promoter luciferase, 24 h; % of positive control, neutral wells = 0; activation, % at 12.5 µM; 300,000 compounds, 0.75% hits; AID 588334;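 active means mean activation of at least 80% with every replicate also reaching 80%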;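 further: 0% = neutral control wells and 100% = parthenolide positive control wells; values of inactives mirror those of a sister screen read the other way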
# CAL PDZ FP-2: inhibitors of human CAL PDZ peptide binding | Q9HD26 | purified CAL PDZ, TMR-peptide fluorescence polarization, 1 h | inhibition, % at 20 µM | 330,000 compounds, 0.02% hits | AID 504414;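 active means highest replicate inhibition of at least 40%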;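 further: plate controls were DMSO neutral control wells for no effect and unlabeled competitor peptide control wells for full effect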
#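 Read-out basis: mP drop reported as inhibition | Assay system: Tagged CAL PDZ protein CerCALP, purified | Benchmarks: Unlabelled peptide for full inhibition, DMSO wells as neutral | Schedule: 1 h incubation at room temperature before polarization reading | Buffer or medium: Sodium phosphate/NaCl buffer pH 7.4 with TCEP, IgG, Thesit | Doses: Single point, 20 µM | Measured by: Fluorescence polarization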
# PvdQ acylase: blocks Pseudomonas aeruginosa PvdQ acylase activity; purified PvdQ acylase, fluorescence plate reader; inhibition, % at 10 µM; 340,000 compounds, 0.063% hits; AID 488965; in the data active means inhibition above about 30%, passing the limit was not always enough;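 further: 0% = vehicle neutral wells and 100% = reference inhibitor wells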
# SR-BI HDL uptake: blocks mouse SR-BI lipid uptake from DiI-HDL; Q61009; ldlA[mSR-BI] CHO cells, DiI-HDL uptake fluorescence, 3 h; inhibition, % at 12.5 µM; 320,000 compounds, 0.96% hits;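 active means mean replicate inhibition of at least 70% and a set share of replicates each scoring 70 or more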;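 further: 0% = median of neutral control wells and 100% = median of positive control wells; values of inactives mirror those of a sister screen read the other way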
# Target sequence (Q61009 whole entry, looked up): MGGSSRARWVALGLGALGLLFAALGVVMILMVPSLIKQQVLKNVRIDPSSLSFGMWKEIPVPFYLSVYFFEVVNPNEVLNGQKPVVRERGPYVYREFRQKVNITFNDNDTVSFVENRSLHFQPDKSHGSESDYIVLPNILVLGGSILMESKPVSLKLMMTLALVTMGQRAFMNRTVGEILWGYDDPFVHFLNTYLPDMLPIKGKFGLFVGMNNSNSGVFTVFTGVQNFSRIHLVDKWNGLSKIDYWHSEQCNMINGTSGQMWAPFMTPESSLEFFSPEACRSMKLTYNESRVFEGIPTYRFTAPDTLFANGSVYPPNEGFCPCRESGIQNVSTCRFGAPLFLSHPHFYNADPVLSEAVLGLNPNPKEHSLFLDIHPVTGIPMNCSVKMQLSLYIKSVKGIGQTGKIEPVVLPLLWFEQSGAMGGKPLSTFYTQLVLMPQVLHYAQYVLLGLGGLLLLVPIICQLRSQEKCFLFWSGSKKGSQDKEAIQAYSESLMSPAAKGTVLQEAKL
# NSD2 HMT inh: inhibitors of human histone methyltransferase NSD2; NSD2 peptide methylation, AlphaScreen, 120 min; O96028; AID 743445; inhibition, % at 12.5 µM; 310,000 compounds, 0.54% hits; in the data active means inhibition above about 50%
# Rtt109 HAT inh: blocks Candida albicans Rtt109/Vps75 acetyltransferase activity; Q5AAJ8; purified Rtt109/Vps75, ThioGlo CoA-SH fluorescence, 4 h; inhibition, % at 34.9 µM; 330,000 compounds, 0.16% hits; AID 540336;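 active means inhibition of at least 50% in every replicate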
# Target sequence (Q5AAJ8 whole entry, looked up): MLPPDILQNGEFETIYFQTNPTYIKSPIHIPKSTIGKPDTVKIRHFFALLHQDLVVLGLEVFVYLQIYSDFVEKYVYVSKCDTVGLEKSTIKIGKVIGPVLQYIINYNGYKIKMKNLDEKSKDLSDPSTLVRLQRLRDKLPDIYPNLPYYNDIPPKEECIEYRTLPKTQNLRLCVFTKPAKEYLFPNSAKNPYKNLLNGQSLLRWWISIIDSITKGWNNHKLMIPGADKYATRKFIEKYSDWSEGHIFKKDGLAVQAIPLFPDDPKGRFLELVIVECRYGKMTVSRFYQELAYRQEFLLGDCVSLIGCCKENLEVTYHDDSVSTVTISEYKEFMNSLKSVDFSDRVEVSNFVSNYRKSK
# PfHsp90 yeast 2: reduces growth (ATP signal) of yeast expressing P. falciparum Hsp90; inhibition, % at 9.4 µM; S. cerevisiae expressing PfHsp90, BacTiter-Glo ATP, 48 h; yeast lacking PDR1 and PDR3 efflux regulators; 310,000 compounds, 0.32% hits;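 active means every replicate shows inhibition above about 80%, whatever the replicate mean, limit read from the data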;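 further: 0% = DMSO neutral controls and 100% = 20 µM radicicol positive controls; yeast relying on Plasmodium falciparum Hsp90 in place of its own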
# The depositor's hits bear a star; · = no result given.
SMILES,dFosB activator,SR-BI DiI-HDL act,CAL PDZ FP-1,MITF act,CAL PDZ FP-2,PvdQ acylase,SR-BI HDL uptake,NSD2 HMT inh,Rtt109 HAT inh,PfHsp90 yeast 2
O=C(C[n+]1cc(-c2ccc(F)cc2)n2c1CCC2)N1c2ccccc2Sc2ccccc21,-5,-8,-6,62,-2.4,-21,8,5,1,27
COc1ccc(N2CCN(C(=O)CCNS(=O)(=O)c3ccc4c(c3)CCC(=O)N4)CC2)cc1,-2,1,-2,·,-2.3,1,-1,-1,1,·
CC1CCc2sc(C(=O)NNC(=O)c3ccncc3)cc2C1 (stereo unspecified),3,14,-6,5,-0.4,-7,-14,2,3,-15
O=C(COC(=O)COc1ccc(Cl)cc1Br)NCc1cccs1,-5,-2,4,-6,-0.9,-5,2,6,-1,40
COc1ccc(N2CCN(C(=O)CNC(=O)c3ccc4ccccc4c3)CC2)cc1,-4,-7,-6,-8,0.0,-17,7,0,-8,-1
CCC(=O)C1CCCN(C(=O)c2ccc(OC3CCN(C(=O)c4cccnc4)CC3)cc2)C1 (stereo unspecified),6,7,-1,0,-1.3,-7,-7,0,0,-43
CCN(Cc1cnn(C)c1)Cc1nc(C2(c3ccc(C)cc3)CCCC2)no1,-10,15,-4,-4,0.1,-7,-15,3,11,-3
COc1ccc(/C=N/NC(=S)Nc2cc(S(=O)(=O)N3CCOCC3)ccc2N2CCOCC2)cc1O,-2,4,-5,0,-0.1,-6,-4,0,-5,16
Cc1noc(C)c1COc1cccc(C(=O)OCC(=O)N2CC(=O)Nc3ccccc32)c1,-11,-5,-2,·,-3.9,11,5,-1,21,2
CC(=O)ONC(=Nc1ccccc1)c1nonc1N,-6,2,-2,·,-0.9,2,-2,15,11,-1
CCc1ccc(CN2CCN(C(=O)c3ccco3)CC2)cc1,-3,34,-2,-2,2.1,10,-34,0,9,9
O=C(c1ccccc1Br)N1CCN(c2ccccn2)CC1,-5,2,-5,-5,0.7,-16,-2,-3,-5,2
CCCCOc1ccc(CSC2=NCCN2)cc1[N+](=O)[O-],-4,-62,-2,-7,-0.6,-4,62,13,27,9
Cc1c(C(N)=O)sc2nc(-c3ccccc3)cn12,-5,9,-7,·,-4.8,1,-9,·,2,29
O=S(=O)(Nc1ccncc1)c1cc(Cl)c(Cl)cc1Cl,-1,-6,-4,·,-1.7,-3,6,0,-2,7
O=C(NCc1cccs1)c1nc2c(nnn2Cc2ccc(F)cc2)c(=O)[nH]1,-16,3,·,-1,-3.4,3,-3,0,-1,-14
Cn1nc(C(C)(C)C)c([N+](=O)[O-])c1C(=O)NC(C)(C)C,5,9,-1,-4,0.1,7,-9,-2,2,9
CCOC(=O)C1CCN(C(=O)C2CC(=O)N(c3ccc(C)cc3)C2)CC1 (stereo unspecified),-1,15,0,-5,-2.2,3,-15,0,1,-6
O=C(CN1C(=O)COc2ccc(S(=O)(=O)N3CCCCCC3)cc21)NCc1ccc(F)cc1,-6,-5,·,-11,-0.9,6,5,·,19,15
C/C(=N\NC(=O)Cn1nc(C)c([N+](=O)[O-])c1C)c1ccc(O)cc1,6,-8,-1,2,-0.1,-2,8,-1,1,4
COc1cc(CN2CCNC(=O)C2CC(=O)NC2CCCCC2)cc(OC)c1 (stereo unspecified),-4,13,-1,-9,-2.1,-3,-13,1,10,7
CCNC(=O)OCC12CC3CC(CC(C3)C1)C2,8,34,-3,3,-1.1,19,-34,0,4,10
CCc1cc2c(Sc3nc4ccccc4s3)ncnc2s1,-7,14,4,-16,-0.3,-4,-14,-1,0,5
Cc1cccc(-c2nnc(SCC(=O)Nc3nc4c(s3)CCCC4)n2C)c1,-10,-10,-3,-5,-3.1,2,10,21,5,-3
COc1ccc(NC(=O)COc2ccc(N(C)S(=O)(=O)c3ccc(Cl)cc3)cc2)cc1,-3,-13,-2,-4,-1.3,-18,13,-1,1,21

# Quoted at random: 2 records from the list, in no set order.
SMILES,dFosB activator,SR-BI DiI-HDL act,CAL PDZ FP-1,MITF act,CAL PDZ FP-2,PvdQ acylase,SR-BI HDL uptake,NSD2 HMT inh,Rtt109 HAT inh,PfHsp90 yeast 2
COc1ccc(NC(=O)COc2ccc(N(C)S(=O)(=O)c3ccc(Cl)cc3)cc2)cc1,-3,-13,-2,-4,-1.3,-18,13,-1,1,21
O=C(CN1C(=O)COc2ccc(S(=O)(=O)N3CCCCCC3)cc21)NCc1ccc(F)cc1,-6,-5,·,-11,-0.9,6,5,·,19,15

# Further compounds
SMILES,dFosB activator,SR-BI DiI-HDL act,CAL PDZ FP-1,MITF act,CAL PDZ FP-2,PvdQ acylase,SR-BI HDL uptake,NSD2 HMT inh,Rtt109 HAT inh,PfHsp90 yeast 2
COC(=O)N/N=C/c1cc(Br)ccc1O,-4,12,-1,-13,-3.5,-4,-12,0,-11,-35
Cc1ccc(C[n+]2ccccc2)cc1,1,15,3,-4,0.0,-13,-15,·,-5,20
Cc1ccc(OCCNc2ccc(S(=O)(=O)N3CCCC3)cn2)cc1,-15,-11,-4,10,-2.4,-2,11,-3,7,-29
Cc1cc(C(F)F)n2nc(C(=O)Nc3ccc(S(=O)(=O)NC45CC6CC(CC(C6)C4)C5)cc3)nc2n1,-7,-17,3,6,·,-3,17,0,-2,0
CC(NC(=O)c1cc(-c2ccccn2)nc2ccc(Cl)cc12)C1CCCO1 (stereo unspecified),-23,-4,-6,-10,-3.2,-6,4,-2,2,-2
Cc1ccc(NC(=O)c2cc(S(=O)(=O)NCCC3=CCCCC3)ccc2F)cc1,-9,-23,-1,13,-2.3,-6,23,-5,14,-20
COc1ccc(CN(C)C(=O)c2ccncc2)c(OC)c1,-1,7,-2,1,-2.2,-13,-7,0,-1,20
COCCN(C(=O)c1ccc(COc2ccccc2)o1)c1c(N)n(CC(C)C)c(=O)[nH]c1=O,-11,-4,-3,3,-0.7,-14,4,0,0,-6
O=C(Nc1ccc(N2CCOCC2)cc1)c1cc2c(s1)CCCCC2,-7,-88,·,-1,0.6,4,88*,1,16,1
CC1=C(C#N)C(c2ccccc2O)C(C#N)=C(C)N1,0,17,-2,-15,-2.1,-2,-17,-4,6,-13
CCCCCSc1nnc(-c2ccccc2N)c(=O)[nH]1,-2,12,0,28,-1.0,-13,-12,-2,-2,23
CCN1CCN(c2ccc(NC(=O)c3cccc(N4CCCC4=O)c3)cc2)CC1,4,·,-1,5,-2.8,-8,·,13,-1,-6
COc1ccc(S(=O)(=O)N2CCCCCC2)cc1C(=O)N(C)Cc1ccc(C(C)(C)C)cc1,-13,-30,-5,-12,8.0,-20,30,1,17,22
COc1ccc(-c2nnc(SCCOc3cccc(C)c3)n2N)cc1,-4,-3,-7,3,-0.2,-11,3,7,-5,-9
CC(C)C(=O)Nc1cc(S(=O)(=O)Nc2ccc(Cl)cc2)ccc1Cl,-12,21,1,-13,-1.2,1,-21,-1,20,-4
C[C@@H]1O[C@@H](OC[C@H]2O[C@@H](Oc3c(-c4ccc(O)cc4)oc4cc(O)cc(O)c4c3=O)[C@H](O)[C@@H](O)[C@@H]2O)[C@H](O)[C@H](O)[C@H]1O,-2,-5,-4,0,-1.0,3,5,·,14,-20
O=C(N/N=C/c1ccc(Sc2ccccn2)o1)c1cc2ccccc2cc1O,7,-8,·,13,-3.1,-10,8,2,-4,0
Clc1ccc(CSc2nccn2Cc2ccccc2)cc1,2,-2,-4,·,·,-13,2,-3,3,·
Cc1ccc(S(=O)(=O)N(C)c2cc(S(N)(=O)=O)c(C)cc2C)cc1,-4,29,·,24,-0.6,-11,-29,-2,4,-9
O=C(c1ccc(F)cc1)c1cc2ccc(O)cc2oc1=O,-1,10,0,20,-1.4,15,-10,2,-16,16
Cc1ccc(NC(=O)COC(=O)[C@H](C)N2C(=O)C3CC=CCC3C2=O)cc1S(=O)(=O)N(C)C (stereo partly specified),-7,-24,-7,-28,0.3,-11,24,-3,-3,·
Cc1ccc(NC(=O)CCNS(=O)(=O)c2ccc3c(c2)CCC(=O)N3)cc1F,3,11,8,·,-0.5,8,-11,·,15,-6
Cc1ccc(C)c(N2CCN(C(=O)c3ccc(NS(=O)(=O)c4c(C)noc4C)cc3)CC2)c1,-7,-14,0,8,-0.9,-13,14,6,-11,-5
COc1ccc(C2CC(c3c(O)cc(C)oc3=O)=NCCS2)c(OC)c1 (stereo unspecified),-19,-30,0,-38,-1.5,-15,78*,·,6,6
Cc1nn(CC(=O)OCC(=O)c2ccccc2)c(C)c1[N+](=O)[O-],7,12,·,-2,-0.3,-16,-12,-2,1,·
COc1ccccc1-n1c(SCC(N)=O)nnc1-c1ccc(S(=O)(=O)N2CCCCC2)cc1,-17,18,·,-9,-2.0,-7,-18,1,5,-2
C=CCNC(=O)c1onc(CSc2ccc(F)c(F)c2)c1C(=O)NCC=C,5,-48,2,8,0.2,3,48,·,-7,-22
O=C(c1cnn2cccnc12)N1CCN(c2ccccc2)CC1,-3,12,-4,20,-1.7,-13,-12,·,-4,8

# Records above shown as hits in SR-BI HDL uptake:
SMILES,dFosB activator,SR-BI DiI-HDL act,CAL PDZ FP-1,MITF act,CAL PDZ FP-2,PvdQ acylase,SR-BI HDL uptake,NSD2 HMT inh,Rtt109 HAT inh,PfHsp90 yeast 2
O=C(Nc1ccc(N2CCOCC2)cc1)c1cc2c(s1)CCCCC2,-7,-88,·,-1,0.6,4,88*,1,16,1
COc1ccc(C2CC(c3c(O)cc(C)oc3=O)=NCCS2)c(OC)c1 (stereo unspecified),-19,-30,0,-38,-1.5,-15,78*,·,6,6

# Entries of single compounds, quoted from the list. Screens in order: dFosB activator	SR-BI DiI-HDL act	CAL PDZ FP-1	MITF act	CAL PDZ FP-2	PvdQ acylase	SR-BI HDL uptake	NSD2 HMT inh	Rtt109 HAT inh	PfHsp90 yeast 2
# `COC(=O)N/N=C/c1cc(Br)ccc1O` reads -4	12	-1	-13	-3.5	-4	-12	0	-11	-35
# `CC(C)C(=O)Nc1cc(S(=O)(=O)Nc2ccc(Cl)cc2)ccc1Cl` reads -12	21	1	-13	-1.2	1	-21	-1	20	-4
# `Cc1ccc(NC(=O)c2cc(S(=O)(=O)NCCC3=CCCCC3)ccc2F)cc1` reads -9	-23	-1	13	-2.3	-6	23	-5	14	-20
# `COCCN(C(=O)c1ccc(COc2ccccc2)o1)c1c(N)n(CC(C)C)c(=O)[nH]c1=O` reads -11	-4	-3	3	-0.7	-14	4	0	0	-6
# `COc1ccc(-c2nnc(SCCOc3cccc(C)c3)n2N)cc1` reads -4	-3	-7	3	-0.2	-11	3	7	-5	-9
